# Bioassay records deposited in PubChem by several laboratories.
# MsrA inh = inhibitors of bovine MsrA | purified bovine MsrA, absorbance read-out | inhibition, % at 15.5 µM | 0.75% of 360,000 active | AID 651718; in the data active = inhibition above about 4.5%;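 note: 0% = vehicle wells with enzyme and 100% = reference inhibitor wells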
# FAS-TE inh = FAS thioesterase (human) inhibition; 0.67% of 360,000 active; recombinant FAS-TE, OMFH fluorogenic substrate, fluorescence endpoint; P49327; inhibition, % at 15 µM; AID 602261;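 active = compounds whose normalised, plate-corrected inhibition of enzyme fluorescence in the single-dose primary screen is 50% or more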;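 note: 0% = DMSO with enzyme and 100% = substrate without enzyme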
# Rpn11 block = blocks the human proteasome subunit Rpn11; 0.59% of 360,000 active; O00487; AID 588493; calls only at 20 µM; human 26S proteasome, Ub4-pepOG fluorescence polarization; 20S core pre-blocked with epoxomicin;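 active = inhibition at 20 µM, scaled to each plate's controls, above about 33%, limit read from the data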
# CSN deneddyl inh = inhibitors of human CSN-mediated cullin deneddylation; Purified CSN, SCF-Nedd8-OG deneddylation, fluorescence polarization; inhibition, % at 12.5 µM; AID 651999; 0.38% of 360,000 active; Q92905;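 active = pattern-corrected inhibition above about 35%, with an unprinted fluorescence ratio check between 0.5 and 1.5, limit read from the data, passing the limit was not always enough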;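 note: 0% = enzyme with substrate and 100% = substrate without enzyme; some results filed as inactive read as strong as hits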
#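 test system = HEK293T-derived human Csn5 enzyme | amount = 0.24 nM Csn5 enzyme, final concentration | medium = Tris/NaCl/DTT buffer, pH 7.5 | schedule = 90 min reaction at room temperature | signal = FP | evaluation = inhibition of Csn5 cleavage, % | compound dosing = single dose of 12.5 µM compound with 0.25% DMSO | probe or stimulus = 10 nM SCFSkp2-Nedd8OG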
# PABP1 MLLE inh = inhibitors of microRNA-mediated deadenylation, human PABP1 MLLE binding | P11940 | GST-MLLE / FITC-PAM2 fluorescence polarization | inhibition, % at 20 µM | 0.36% of 360,000 active | AID 588489; in the data active = inhibition above about 35%, passing the limit was not always enough;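 note: plate controls were DMSO wells with GST-MLLE for no effect and wells lacking GST-MLLE protein for full effect; some results filed as inactive read as strong as hits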
# Rin1-Abl PPI inh = human Rin1-Abl interaction inhibition. TR-FRET Rin1/Abl binding, biochemical. inhibition, % at 7.35 µM. 0.4% of 360,000 active. AID 588664. P00519+Q13671; in the data active = inhibition above about 5%, passing the limit was not always enough
# MsrA act = activates bovine MsrA enzyme; purified bovine MsrA, absorbance read-out; activation, % at 10.6 µM; 0.3% of 360,000 active; in the data active = activation above about 7.5%;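 note: 0% = vehicle and 100% = reference activator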
# MT1-MMP act inh = inhibitors of human MT1-MMP activation; P50281; HT1080 RFP-PRO-GFP cells, GFP/RFP ratio fluorescence, overnight; percent of plate control window, DMSO zero; GFP/RFP ratio change, % at 20 µM; 0.061% of 360,000 active; AID 651647;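 active = GFP/RFP ratio change of at least 30% with cell ATP level not reduced by more than half and red fluorescence within 50% of control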; note: strong numbers were not always called active
#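 Test system: HT1080 cells expressing an RFP-PRO-GFP fluorescent reporter construct / Compound dosing: single-point 20 µM compound, 1% DMSO / Schedule: cells overnight before dosing, compound overnight, 37 °C, 5% CO2 / Evaluation: GFP/RFP fluorescence ratio / Control set: DMSO and RFP-L50D-GFP cell wells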
# eLon inh = inhibits E. coli Lon protease. P0A9M0. purified E. coli Lon protease, fluorescence polarization. inhibition, % at 7.94 µM. 0.42% of 360,000 active; in the data active = inhibition above about 13%, passing the limit was not always enough;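 note: 0% = enzyme with probe and DMSO and 100% = no enzyme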
# Target sequence (P0A9M0 whole entry, looked up): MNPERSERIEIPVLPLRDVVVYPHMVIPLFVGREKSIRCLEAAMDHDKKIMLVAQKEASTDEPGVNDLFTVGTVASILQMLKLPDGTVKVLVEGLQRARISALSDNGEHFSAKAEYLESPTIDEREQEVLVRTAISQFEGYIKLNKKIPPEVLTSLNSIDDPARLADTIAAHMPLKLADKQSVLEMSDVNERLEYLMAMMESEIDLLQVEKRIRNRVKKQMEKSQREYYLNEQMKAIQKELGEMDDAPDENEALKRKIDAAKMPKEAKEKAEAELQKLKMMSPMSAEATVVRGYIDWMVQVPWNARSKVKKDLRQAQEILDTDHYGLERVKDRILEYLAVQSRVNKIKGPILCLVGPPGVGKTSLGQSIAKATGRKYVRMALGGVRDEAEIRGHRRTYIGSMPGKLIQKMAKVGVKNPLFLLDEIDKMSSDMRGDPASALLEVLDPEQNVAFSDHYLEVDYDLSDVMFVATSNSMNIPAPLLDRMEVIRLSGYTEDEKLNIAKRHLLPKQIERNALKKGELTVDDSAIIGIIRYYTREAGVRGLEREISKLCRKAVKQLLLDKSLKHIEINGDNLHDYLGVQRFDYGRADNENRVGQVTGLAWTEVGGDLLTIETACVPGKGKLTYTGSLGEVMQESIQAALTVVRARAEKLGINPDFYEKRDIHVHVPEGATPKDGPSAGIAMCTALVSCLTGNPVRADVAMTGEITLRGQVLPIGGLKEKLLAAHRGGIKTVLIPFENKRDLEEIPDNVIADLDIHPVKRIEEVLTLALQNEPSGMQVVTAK
# An asterisk follows results filed as active; i = inactive; · = not tested or not shown.
SMILES,CSN deneddyl inh,PABP1 MLLE inh,eLon inh,MsrA inh,MsrA act,Rin1-Abl PPI inh,MT1-MMP act inh,FAS-TE inh,Rpn11 block
CCOC(=O)c1cc(-c2ccccc2)sc1NC(=O)c1cc(OC)c(OC)c(OC)c1,-4.0,6.4,-2.6,1.6,-3.4,-1.2,-7.6,20.8,i
CC(C)NC(=O)C1(C)CCN1Cc1ccc(C(F)(F)F)cc1 (stereo not given),-1.8,17.4,-2.1,0.2,1.1,-2.3,5.4,-3.6,i
CCc1ccc(NC(=S)N2CCNC(=O)C2CC(=O)OC)cc1 (stereo not given),-10.2,9.5,3.4,-0.2,-0.1,2.4,-1.7,-5.3,i
O=C(COc1ccc(S(=O)(=O)N2CCCCC2)cc1)Nc1ccccc1F,2.9,0.3,-5.5,1.2,-2.9,-2.7,2.0,52.3*,i
COc1cc(F)ccc1-c1cc(C(=O)NCc2ccc(C(F)(F)F)cc2)[nH]n1,-2.8,-7.7,-2.1,-0.7,-0.1,-5.3,0.4,18.4,i
COC(=O)c1ccccc1NC(=O)c1ccc(COc2ccccc2)o1,3.2,3.5,-1.9,-0.2,-14.0,0.6,-5.1,21.4,i
NC1=NCC(O)=C1c1nc2ccccc2[nH]1,0.7,7.9,-3.1,-0.5,-7.1,0.9,2.8,-2.2,i
Cc1ccc(C)c(N2CCN(C(=S)Nc3ccc4nc(N5CCN(C)CC5)cc(C)c4c3)CC2)c1,-5.2,-110.0,2.9,-0.8,-1.4,-3.6,0.4,-9.1,i
CN(C)c1nc(N)nc(CSc2n[nH]c(-c3ccccc3)n2)n1,0.9,-12.7,-4.3,0.8,-1.6,0.5,5.2,-11.4,i
CC1CN(C(=O)c2ccccc2)C(=Nc2cccc(S(=O)(=O)N(C)C)c2)S1 (stereo not given),0.7,-0.7,0.3,0.4,-2.0,0.2,1.9,4.1,i
CC(Oc1ccccc1)C(=O)Nc1ccc(S(=O)(=O)Nc2nccs2)cc1 (stereo not given),4.1,2.1,2.3,1.1,-3.8,1.7,0.2,-3.7,i
O=C(NCc1ccccc1)c1ccc(S(=O)(=O)N2CCCc3ccccc32)cc1,-2.8,2.4,-3.1,0.7,-11.6,1.9,3.2,22.9,i
COc1ccc(/C=C/C(=O)c2ccc(NS(=O)(=O)c3ccc(C)cc3)cc2)cc1O,13.7,-5.7,1.7,2.0,-0.6,0.6,8.4,-4.8,i
CCC(=O)c1c[nH]c(C(=O)NCc2cccs2)c1,-2.0,-8.6,-2.9,1.1,-1.6,0.1,2.2,-3.5,i
CCOC(=O)[C@]12CCCC=C1N(Cc1ccc(Cl)cc1Cl)C(=O)[C@H](CC(=O)NCc1cccs1)C2,-4.3,·,-3.2,1.0,-5.4,·,2.9,20.6,·
COc1ccc(NC(=O)CSc2ccc3nnc(-c4ccccn4)n3n2)cc1,5.3,-3.5,-4.8,0.5,-0.4,2.2,4.9,-5.0,i
CC(C)Cc1nc(N2CCN(C(=O)C(C)C)CC2)c(C#N)c2c1CCC2,-2.5,-11.2,-3.4,1.1,0.4,-0.1,-6.4,-12.5,i
Cc1sc2ncn(CC(=O)NCC(=O)N(C)C3CCCCC3)c(=O)c2c1C,1.4,-9.8,-1.6,0.9,1.3,1.3,4.4,-3.9,i
Oc1ccc(CN2CCN(c3ncccn3)CC2)cc1,5.1,-11.3,1.2,1.2,-2.6,1.8,0.3,-5.3,i
CCOC(=O)CSc1ccc2nnc(-c3cccs3)n2n1,6.9,12.6,-2.1,0.2,-1.8,-4.7,0.0,-2.0,i
C#CCOCCOCCOCCNc1nc(N2CCN(C(=O)[C@H](CCCN=C(N)N)n3cc(C(N)[C@@H](C)CC)nn3)CC2)nc(N2CCN(C(=O)[C@H](CC(N)=O)n3cc([C@@H](N)CC(N)=O)nn3)CC2)n1 (stereo not given in full),2.6,-0.9,11.0,-0.8,-5.9,1.3,-0.2,-6.0,i
Nc1c(C(=O)NC2CC2)sc2nc3c(c(-c4ccco4)c12)CC/C3=C/c1ccco1,51.8,-51.1,24.7,·,-9.1,12.9*,-1.3,-14.2,i
CS(=O)(=O)Nc1ccc(-c2nnc3n2CCCCC3)cc1,4.4,14.4,-6.9,-0.7,-2.6,0.3,-3.6,-6.1,i
COc1ccc(S(=O)(=O)N2CCC(C(=O)Nc3ccccc3N3CCCC3)CC2)cc1OC,0.7,-1.1,-4.4,-0.1,-2.3,1.0,-2.8,2.2,i
O=[N+]([O-])c1ccc(F)cc1OCc1cccc(S(=O)(=O)N2CCOCC2)c1,-8.2,-5.9,-10.1,0.1,-3.5,2.8,5.4,12.7,i
Cc1nc2ccccn2c1C(=O)N/N=C/c1ccc(CNC(=O)C(=O)Nc2ccccc2)o1,5.6,-1.4,-22.6,1.8,-6.7,0.3,6.2,-8.3,i
Cc1c(NC(=O)c2cc(S(=O)(=O)N3CCCCC3)ccc2Cl)c(=O)n(-c2ccccc2)n1C,0.9,19.5,-0.3,-0.2,-1.9,2.5,1.8,-7.9,i
Cc1cccc(Oc2ccccc2NC(=O)CN2C(=O)NC3(CCCC3)C2=O)c1,0.7,-19.3,-2.7,1.1,7.4,0.2,-1.6,1.2,i
O=C(CSc1nnc2ccc(-c3ccncc3)nn12)Nc1ccc(F)cc1,-6.5,9.7,-0.1,-0.9,-2.7,-0.9,-1.0,-5.1,i
COc1cccc(NC(=O)NCCCSC2CCCCC2)c1,1.2,8.1,3.5,-1.4,-1.4,0.4,1.0,6.5,i
O=C(Nc1ccc2nc(-c3ccccn3)c(-c3ccccn3)nc2c1)N1CCOCC1,4.3,5.5,-0.2,0.1,-3.7,1.9,1.6,-4.6,i
CN1CCN(NC(=O)c2cc(-c3ccc(Cl)s3)nc3ccccc23)CC1,1.3,14.2,1.1,1.1,0.2,-3.2,0.0,-2.2,i
COC(=O)C1CCN(C(c2ccc(OC)c(OC)c2)c2sc3nc(C)nn3c2O)CC1 (stereo not given),-4.7,10.0,0.8,1.0,-1.1,-2.6,3.6,-4.2,i
C/C=C/C(=O)OCC(=O)Nc1cccc(Br)c1,3.3,5.4,-4.5,1.1,3.9,-2.9,-1.2,7.4,i
Cc1ccc(C(=O)CSc2cc(C)nc(SCC(=O)c3ccccc3)n2)cc1,1.4,11.4,2.0,0.2,-1.5,-2.6,-4.8,23.7,i
Cc1ccc(C(C)n2cc(C(=O)NCc3ccncc3)nn2)cc1 (stereo not given),1.3,-3.3,-4.1,-0.1,-4.9,2.5,-0.7,-5.6,i
COc1ccc(-n2c(SCC(=O)NCCCN3CCCC3=O)nnc2C(C)N2CCCCC2)cc1 (stereo not given),-6.2,7.1,-3.6,0.6,-7.4,4.9,-1.4,-10.4,i
O=[N+]([O-])c1ccccc1/C=N/N1CCN(c2ccncc2S(=O)(=O)N2CCCCC2)CC1,-9.9,-0.4,-8.4,-0.9,-6.3,-4.0,5.7,19.3,i
COc1ccc(C(=O)N2CCN(c3ccccn3)CC2)cc1[N+](=O)[O-],-2.0,7.4,2.5,3.6,-2.1,-3.5,0.1,7.4,i
COc1ccc(-n2c(SCC(=O)Nc3ccc(C(N)=O)cc3)nc3ccccc3c2=O)cc1OC,-5.6,-6.4,-7.7,1.9,2.7,1.3,3.0,-2.9,i
Cc1cc(C)nc(/N=C(\N)Nc2ccc(C)c([N+](=O)[O-])c2)n1,-3.7,-10.6,10.4,2.5,-1.0,3.9,2.8,-11.7,i
O=C(OC(C(=O)NC1CCCC1)c1ccccc1F)c1ccco1 (stereo not given),-0.1,-3.6,-2.4,0.9,0.1,-2.2,0.7,-8.2,i
CCCCNC(=O)Cc1coc2ccc3ccccc3c12,2.3,0.6,-7.4,-0.1,-11.2,1.2,-3.7,0.0,i
CCOc1ccc2[nH]c(=O)c(CN(Cc3ccco3)C(CC)c3nnnn3Cc3ccccc3)cc2c1 (stereo not given),-4.5,12.4,-1.0,0.2,-0.5,-2.9,-2.2,-8.6,i
CN1CCN(c2ccccc2NC(=O)c2ccc(Br)o2)CC1,0.0,8.3,-12.8,-0.1,-7.0,-0.5,3.5,-2.2,i
COc1ccc(NC(=O)CSc2nc(N)cc(=O)[nH]2)cc1S(=O)(=O)N1CCCCC1,0.0,-3.0,11.8,-1.2,-8.1,10.7*,2.5,-5.9,i
CCc1nnc(NS(=O)(=O)c2ccc(NC(=S)NC(=O)c3cccs3)cc2)s1,-3.4,36.6,-5.0,0.3,-9.5,2.4,-0.6,-4.4,i
COc1ccc(C(=O)Nc2ccc(N3CCCC3)cc2)cc1OC,5.4,-7.6,2.9,1.9,-9.5,-1.6,2.7,-2.4,i
CCCC(=O)NC(=S)Nc1ccc(NC(=O)c2cccs2)cc1,4.5,38.5,1.8,0.0,0.0,1.7,3.0,1.4,i
COc1ccc(C2(c3ccc(OC)cc3)NC(=O)N(CC(=O)NCC(F)(F)F)C2=O)cc1,9.4,-3.7,-0.5,0.4,-3.2,-1.5,0.2,4.6,i

# The results go on.
SMILES,CSN deneddyl inh,PABP1 MLLE inh,eLon inh,MsrA inh,MsrA act,Rin1-Abl PPI inh,MT1-MMP act inh,FAS-TE inh,Rpn11 block
CCN1CCN(C(=O)CN(C)S(=O)(=O)c2ccc(Cl)cc2)CC1,-0.1,1.0,-11.4,-1.6,-3.4,0.4,3.4,-7.2,i
COc1ccccc1OCC(=O)N(Cc1nnc(-c2ccccc2Cl)o1)C1CC1,-1.8,-15.6,-4.1,0.3,-2.1,2.7,1.6,-5.0,i
COc1ccc(C(c2nnnn2-c2ccc(OC)cc2)N2CCN(C/C=C/c3ccccc3)CC2)cc1 (stereo not given),0.1,-0.6,-13.9,-1.5,-3.5,0.8,-1.1,20.9,i
COc1ccc(CNC(=O)/C=C/C(=O)O)cc1,0.1,-8.9,-4.0,0.7,-2.1,-4.0,1.9,-10.0,i
COc1cc(/C=C/C(=O)OCC(=O)N2CCCc3ccccc32)ccc1O,-4.4,-12.9,-10.2,2.4,-3.6,-2.6,3.6,-3.6,i
CC(=O)c1cccc(NC(=O)COc2ccccc2)c1,-3.6,7.6,-12.4,0.2,-11.3,-3.3,3.1,-2.8,i
Cc1cc2cccc(C)c2nc1SCC(=O)N(C)c1nc(-c2ccccc2)cs1,-2.0,1.0,4.9,-1.1,-3.8,0.4,-0.6,11.1,i
CC(NC(=O)c1ccc(Br)s1)C1CCCO1 (stereo not given),-1.9,-6.2,-9.2,·,-3.3,-0.9,0.5,-10.3,i
CC(=O)Nc1ccc(NC2=CC(=O)c3ccccc3C2=O)cc1,-4.4,-9.4,2.3,1.1,1.6,-1.1,9.6,-2.6,i
NS(=O)(=O)c1ccc(NC(=S)Nc2ccc(S(=O)(=O)Nc3nccs3)cc2)cc1,-0.4,31.7,5.1,-0.5,-3.8,0.8,-0.3,-3.3,i
CCCCN(CCCC)C(=O)c1cc2ccccc2c(=O)o1,-2.5,18.9,-2.2,-0.4,-5.1,-0.6,-0.1,-9.0,i
